GPR151 activ = activates the human receptor GPR151 | PathHunter beta-arrestin GPR151 cells, luminescence | activation, % at 11.2 µM | actives 1% (n = 650,000) | AID 1508602; in the data active = activation above about 4.9%;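 also: 0% = median of compound wells and 100% = cells with positive control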
TEAD-YAP inh = TEAD-YAP interaction inhibition; HEK-TIYL cells, TEAD-Gal4/YAP UAS-luciferase luminescence; inhibition, % at 9.12 µM; AID 1259422; actives 1.4% (n = 640,000); in the data active = inhibition above about 32%;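 also: 0% = median of test compound wells and 100% = reference inhibitor wells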
FBW7 activator = human FBW7 E3 ligase activation, primary screen. normalized activity (activation), % at 26.1 µM. actives 0.13% (n = 650,000). Q969H0. AlphaScreen FBW7–phospho-cyclin E peptide binding, activator screen; in the data active = normalized activity above about 1.9%;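 also: purified mutant Fbw7 with reduced substrate affinity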
Target sequence (Q969H0 whole entry, looked up): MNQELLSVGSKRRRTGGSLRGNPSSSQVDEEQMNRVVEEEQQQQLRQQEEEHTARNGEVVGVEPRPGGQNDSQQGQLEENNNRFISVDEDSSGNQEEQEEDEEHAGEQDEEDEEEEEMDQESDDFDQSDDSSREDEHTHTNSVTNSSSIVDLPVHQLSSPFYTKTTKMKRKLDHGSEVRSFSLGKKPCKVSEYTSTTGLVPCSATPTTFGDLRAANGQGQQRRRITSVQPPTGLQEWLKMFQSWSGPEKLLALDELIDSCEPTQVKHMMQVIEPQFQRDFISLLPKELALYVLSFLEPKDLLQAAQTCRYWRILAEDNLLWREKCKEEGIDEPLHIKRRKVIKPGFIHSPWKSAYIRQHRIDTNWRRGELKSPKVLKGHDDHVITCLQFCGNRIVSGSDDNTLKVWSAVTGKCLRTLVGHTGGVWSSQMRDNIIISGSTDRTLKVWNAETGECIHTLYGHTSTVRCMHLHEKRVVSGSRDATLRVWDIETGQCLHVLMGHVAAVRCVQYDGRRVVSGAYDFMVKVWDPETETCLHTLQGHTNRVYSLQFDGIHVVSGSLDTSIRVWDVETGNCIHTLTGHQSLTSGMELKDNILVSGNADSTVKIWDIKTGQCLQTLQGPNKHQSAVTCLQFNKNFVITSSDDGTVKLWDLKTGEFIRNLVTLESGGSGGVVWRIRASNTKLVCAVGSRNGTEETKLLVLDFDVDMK
MITF inh = inhibitors of human MITF; O75030; AlphaScreen MITF homodimerization, bead proximity signal; inhibition, % at 2.6 µM; actives 0.91% (n = 650,000); AID 1259374; in the data active = inhibition above about 50%;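 also: 0% = vehicle wells with protein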
Starred values were filed as active, the others as inactive. The order is random; about 3.5% have a hit in one of these screens.

compound | GPR151 activ | TEAD-YAP inh | FBW7 activator | MITF inh
O=C1OC(/C=C/c2cccc(Cl)c2Cl)=NC/1=C\c1coc2ccc(Cl)cc2c1=O | -0.5 | 11 | 0.5 | 9
O=C1c2ccc(F)cc2C(=O)N1N1CCOCC1 | 1.0 | 12 | -0.1 | -9
COC(=O)N1CCN(CCNC(=O)Nc2cc(Cl)ccc2OC)CC1 | 0.4 | -3 | 0.0 | -6
Cc1ccccc1C(=O)N1CCN(c2ccc([N+](=O)[O-])c(NCc3ccccc3)c2)CC1 | -0.7 | -2 | 0.5 | 17
CCC(C)NS(=O)(=O)c1ccc(S(=O)(=O)N2CCCC(c3ccccc3)C2)cc1 (configuration not stated) | -0.1 | 8 | -0.1 | -5
Cc1nc2ccccc2n1CCC(=O)N1CCc2nnc(C(C)C)n2CC1 | 0.5 | -7 | 0.0 | 1
Cc1cc2[nH]c(=S)[nH]c2c(Br)c1C | -0.8 | -30 | -0.2 | 0
CCc1nc(N=C(N)N)nc2ccc(C)cc12 | -0.1 | 4 | -0.2 | 4
O=C(O)/C=C\C(=O)Nc1ccc(Cl)c([N+](=O)[O-])c1 | -1.1 | 3 | 0.2 | 19
Cc1ccccc1CSc1nc(=O)[nH]c2c1CCCC2 | -1.1 | 6 | -0.1 | 1
O=C(Nc1ccc(N2CCOCC2)cc1)c1cc(N2CCc3ccccc3C2)nc2ccccc12 | -0.3 | 0 | -0.2 | 14
Cc1ccc2[nH]c(=O)c(CN(CCCO)C(C)c3nnnn3Cc3ccco3)cc2c1 (configuration not stated) | 1.8 | 9 | -0.1 | 7
CC(=O)NCCc1nc2cc(NS(=O)(=O)c3ccc(Cl)cc3)ccc2n1C | 2.3 | 0 | 0.0 | -10
CCOc1cc(C2C(C#N)=C(N)Oc3nc[nH]c(=O)c32)ccc1OCCN1CCOCC1 (configuration not stated) | -0.2 | 1 | 0.2 | 8
O=C1CSC(c2coc3ccccc3c2=O)N1c1ccc(F)cc1F (configuration not stated) | -0.5 | -3 | 0.0 | 7
COc1ccc(C(=O)/C=C/Nc2ccc(S(=O)(=O)N=C(N)N)cc2)c(OC)c1 | 0.2 | -10 | -0.1 | 9
Cc1ccc(Nc2ncc3c(n2)CC(C)(C)CC3=O)cc1 | -0.5 | -66 | -0.1 | 1
COC(=O)c1ccc(/C=C2\NC(=S)N(C3CCCCC3)C2=O)cc1 | 0.2 | -7 | 0.1 | -10
Cc1ccc(C(=O)COC(=O)c2cccc([N+](=O)[O-])c2)cc1 | -1.2 | -13 | -0.1 | 2
O=C(Nc1ccc(NC(=O)c2ccccc2Cl)nc1)c1ccco1 | 2.2 | -33 | 0.1 | 13

Quoted at random: 5 compounds from above
compound | GPR151 activ | TEAD-YAP inh | FBW7 activator | MITF inh
COc1ccc(C(=O)/C=C/Nc2ccc(S(=O)(=O)N=C(N)N)cc2)c(OC)c1 | 0.2 | -10 | -0.1 | 9
Cc1ccc(Nc2ncc3c(n2)CC(C)(C)CC3=O)cc1 | -0.5 | -66 | -0.1 | 1
Cc1ccccc1CSc1nc(=O)[nH]c2c1CCCC2 | -1.1 | 6 | -0.1 | 1
COC(=O)c1ccc(/C=C2\NC(=S)N(C3CCCCC3)C2=O)cc1 | 0.2 | -7 | 0.1 | -10
Cc1cc2[nH]c(=S)[nH]c2c(Br)c1C | -0.8 | -30 | -0.2 | 0

(further entries)
compound | GPR151 activ | TEAD-YAP inh | FBW7 activator | MITF inh
CCC(C)n1c(SCC(=O)N2CCOCC2)nc2c1c(=O)n(C)c(=O)n2C (configuration not stated) | 1.3 | -3 | 0.0 | -5
CN(C(=O)CCNC(=O)Cn1cnc2ccccc2c1=O)c1ccccc1Cl | -0.3 | -5 | 0.0 | -10
CCCNC(=O)c1cncc(-c2ccc(N3CCN(C)CC3)cc2)c1 | 0.8 | -10 | -0.1 | 16
O=C(Nc1cccc2c1C(=O)c1ccccc1C2=O)c1cccs1 | -1.2 | -7 | -0.1 | -8
Cc1ccccc1Nc1nnc(-c2ccc(C(=O)NCCO)cc2)c2ccccc12 | 0.3 | -8 | 0.1 | 4
COc1ccc(N(C(=O)c2ccc(Cl)cc2)S(=O)(=O)c2ccc(C)cc2)cc1 | 1.1 | 5 | 0.1 | 9
CCN(CC)CCN(CC)Cc1ccc(Cl)cc1 | -0.1 | 5 | 0.1 | 11
c1ccc(CN2CCC(Nc3nc(Nc4ccc5c(c4)OCO5)c4[nH]cnc4n3)CC2)cc1 | -1.0 | 2 | -0.4 | 26
Cc1ccc(/C=N/NC(=O)c2ccc(Cl)cc2O)cc1 | 1.6 | 4 | 0.2 | 11
Cc1cccc2sc(NC(=O)c3ccccc3Oc3ccccc3)nc12 | -0.2 | -25 | -0.9 | -3
COCCNc1oc2c(c1-c1ccc(C(=O)OC)cc1)c(=O)oc1ccccc12 | -1.5 | 0 | 0.3 | 9
Cc1ccc(Cn2c(SCC(=O)NCc3ccco3)nc3ccsc3c2=O)cc1 | -0.2 | -5 | 0.5 | 13
COc1ccc(-c2noc(CN3CCN(c4ccc(F)cc4)CC3)n2)c(OC)c1OC | 6.5* | 0 | -0.1 | 11
CC(=O)c1c(C)oc2ccc(N(C(C)=O)S(=O)(=O)c3cccc4cccnc34)cc12 | 0.7 | 52* | 0.0 | 6
O=C(O)c1ccc(N2CCN(Cc3ccccc3)CC2)c([N+](=O)[O-])c1 | 0.9 | 3 | 0.7 | 12
Cc1ccccc1-n1c(=S)sc2c(=O)n(-c3ccc(F)cc3)c(SCC(=O)N3CCCCCC3)nc21 | -1.5 | 3 | 0.0 | 14
Cn1cccc1C(=O)OCC(=O)NC1CC1 | 1.2 | 0 | -0.1 | -12
CCC(Sc1nnc2c3ccccc3n(CC)c2n1)C(=O)Nc1ccc(OC(F)(F)F)cc1 (configuration not stated) | 2.8 | 2 | 0.1 | 12
COC(=O)C1CC2=CC(=O)CCC2(C)C2C(O)CC3(C)C(CCC34CCC(=O)O4)C12 (configuration not stated) | 0.3 | 7 | 0.0 | -14
COc1ccc(C(=O)NC(=S)N2CC(C)OC(C)C2)cc1OC (configuration not stated) | -2.4 | 12 | 0.4 | 7
COc1ccc(C)cc1N(CC(=O)Nc1ccccc1-c1ccccc1)S(C)(=O)=O | -0.6 | -6 | -0.1 | -1
COc1ccc(CN2CCNC(=O)C2CC(=O)NCc2ccccc2C)c(OC)c1 (configuration not stated) | 0.6 | -14 | 0.1 | -3
O=C(NCCc1ccccc1)c1cc(F)c(F)cc1Cl | -1.8 | 34* | 0.5 | 6
CCS(=O)(=O)Nc1ccc(C2=NN(C(=O)c3ccco3)C(c3cccc(F)c3)C2)cc1 (configuration not stated) | -1.5 | 15 | 0.0 | -3
CCOC(=O)C1(Cc2ccccc2C)CCCN(Cc2cnc(N3CCOCC3)s2)C1 (configuration not stated) | 1.9 | 13 | -0.1 | 1
Cc1ccc(OC(C)C(=O)Nc2sc(C)c(C)c2C(N)=O)cc1 (configuration not stated) | 1.0 | 7 | -0.2 | 15
COc1ccccc1CNc1nc2ccc(Cl)cc2n2cnnc12 | -0.7 | -12 | 0.1 | -4
COc1ccc(Br)cc1C1SCC(=O)N1c1ccc(C)cc1 (configuration not stated) | 1.2 | -13 | 0.1 | -11
CCOc1cccc2c1OC(c1cccc(OC)c1OC)N1N=C(c3cccc(OC)c3)CC21 (configuration not stated) | -0.8 | 20 | -0.1 | -8
CCN1CCN(CC(=O)Nc2nnc(C)s2)CC1 | -0.2 | 4 | 0.1 | 74*

(further entries)
Values run as follows: GPR151 activ | TEAD-YAP inh | FBW7 activator | MITF inh
COC(=O)c1ccc2c(=O)n(CCCCCC(=O)NCc3ccccn3)c(=O)[nH]c2c1
→ -0.1 | 10 | -0.1 | -6
N#CCN1CCN(CC(=O)Nc2cccc3ccccc23)CC1
→ -0.4 | 9 | 0.6 | 6
CCOc1ccccc1NC(=O)c1sc2ncnc(N3CCN(c4ccccc4)CC3)c2c1C
→ -0.9 | 0 | 0.7 | 4
Cc1cccc(NC(=O)COc2ccc3oc4c(c3c2)CCCC4)c1
→ -0.1 | 13 | -0.1 | 5
CN(Cc1n[nH]c2c1CCCC2)C(=O)CCC1(Cc2ccc3c(c2)OCO3)CCC(=O)N1 (configuration not stated)
→ 0.7 | 2 | 0.5 | -5
CCOC(=O)/C(=C/c1ccco1)NC(=O)c1ccccc1
→ -1.4 | -10 | 0.0 | 37
CC[C@H](C)[C@H](NC(=O)c1ccc(Cl)cc1)C(=O)OCC(=O)Nc1cccc(C#N)c1
→ 0.9 | 13 | 0.0 | 12
C=CCc1ccc(OCCOc2ccc(/C=C3/C(=N)N4N=C(C)SC4=NC3=O)cc2OCC)c(OC)c1
→ 0.4 | 6 | 0.2 | 13
CC1(C)CC(=O)C(C(c2ccc(F)cc2)C2C(=O)CC(C)(C)CC2=O)C(=O)C1
→ -0.2 | 3 | 0.1 | -10
Cc1ccc(CNC(=O)Cn2nc3c4ccccc4nc(Cc4ccccc4)n3c2=O)o1
→ 0.3 | 2 | 0.0 | -4
O=C(c1cc(-c2ccc3c(c2)OCO3)on1)N1CCCc2ccccc21
→ 0.3 | -31 | 0.0 | 7
Nc1ccc(S(=O)(=O)Nc2ccccc2Cl)cc1N
→ 2.3 | -1 | 0.6 | 21
Cc1cccc(CN2CCN3C(=O)[C@H](COCc4ccccc4)NC(=O)[C@H]3C2)c1
→ 2.4 | -8 | -0.2 | 0
CCn1c(SCC(=O)Nc2ccc3[nH]c(=O)[nH]c3c2)nnc1-c1cccs1
→ -1.4 | 11 | -0.2 | -9
c1cc2cn[nH]c2cc1NC1CCCCCC1
→ 1.6 | -2 | 0.0 | 2

Some entries already given, showing only GPR151 activ:
smiles | GPR151 activ
CCOc1ccccc1NC(=O)c1sc2ncnc(N3CCN(c4ccccc4)CC3)c2c1C | -0.9
Cc1cccc(NC(=O)COc2ccc3oc4c(c3c2)CCCC4)c1 | -0.1
CN(Cc1n[nH]c2c1CCCC2)C(=O)CCC1(Cc2ccc3c(c2)OCO3)CCC(=O)N1 (configuration not stated) | 0.7
CCOC(=O)/C(=C/c1ccco1)NC(=O)c1ccccc1 | -1.4

The list goes on:
Values run as follows: GPR151 activ | TEAD-YAP inh | FBW7 activator | MITF inh
O=C(O)CC1(CC(=O)Nc2cc(F)ccc2Cl)CCCCC1
→ 1.8 | 11 | 0.0 | 0
CC1=C(C(=O)Nc2ccccc2)C(c2ccccc2Cl)NC(=O)N1 (configuration not stated)
→ 0.2 | -12 | -0.1 | 0
COc1ccc(-c2nnc(SCC(=O)N3CCN(c4ccccc4)CC3)o2)cc1
→ -0.8 | 1 | -0.1 | -18
O=C1/C(=C/c2ccccc2)NC(=S)N1C(=O)c1ccccc1
→ -0.2 | 4 | 0.0 | -3
CS(=O)(=O)c1cnc(-c2ccncc2)nc1-c1ccc(C(F)(F)F)cc1
→ -2.1 | -5 | 0.4 | 8
CS(=O)(=O)N1CCC(C(=O)N2CC[C@@H](c3ccccc3)[C@H](O)C2)CC1
→ -0.4 | 1 | 0.2 | 6
CCOC(=O)C1=C(C)N=c2s/c(=C\c3ccccc3OCc3ccccc3Cl)c(=O)n2C1c1ccc(N(C)C)cc1 (configuration not stated)
→ 2.0 | -8 | 0.0 | 0
S=C(NCc1ccco1)Nc1ccc(N2CCOCC2)cc1
→ -2.0 | 4 | 0.7 | 8
CCCCN(CC)c1nc(N)c2c(N)nc(OCC)cc2c1C#N
→ 2.4 | 6 | 0.3 | 4
CCCn1c(=O)c2c(nc3n(C)c(C)c(C)n23)n(C)c1=O
→ -0.4 | 7 | -0.2 | -7
COc1cc2c(cc1OC)C(C)N(C(=O)c1ccco1)CC2 (configuration not stated)
→ 0.0 | 7 | 0.1 | 4
O=C(Cc1ccccc1)NCc1nnc2n1CCN(Cc1ccc3cccnc3c1)CC2
→ -0.2 | 17 | 0.2 | 15
CCNC(=S)N1CCN(c2ccccc2OC)CC1
→ 1.4 | 1 | -0.1 | -9
O=C(Cn1c(Cc2ccccc2)nc2sc3c(c2c1=O)CCCC3)Nc1ccccc1Cl
→ -0.3 | -28 | 0.0 | -4
C=CCNC(=O)C1CC(=O)N(c2ccc(F)c(Cl)c2)C1 (configuration not stated)
→ 0.5 | 0 | 0.1 | 1
COc1cc(Nc2nc(Nc3ccc(C(F)(F)F)cc3)nc3nc[nH]c23)cc(OC)c1OC
→ -0.8 | 3 | 0.0 | 3
CC(=O)c1ccc(C(=O)N2CCCC(CO)(Cc3ccccc3C)C2)s1 (configuration not stated)
→ 0.8 | -10 | -0.1 | -5
CCn1c(/C=C/c2ccccc2F)nc2ccccc2c1=O
→ -1.6 | -15 | 0.3 | 24
N#CC1=C(SCC(N)=O)NC2=C(C(=O)CCC2)C1c1ccccc1Cl (configuration not stated)
→ 0.6 | 5 | 0.0 | -4
CCOC(=O)C1(CCCc2ccccc2)CCN(C(=O)CC2CCS(=O)(=O)C2)CC1 (configuration not stated)
→ -1.4 | 2 | 0.0 | 5
